L3MBTL1 block: blocks human L3MBTL1; Q9Y468; 230,000 compounds, 0.66% hits; AID 485360; AlphaScreen L3MBTL1–H3K9me1 peptide binding; Potency, µM (doses to about 57.1 µM), without a hit: at the highest dose activity, negative = inhibition, most hits filed as inhibitors; further: nearly all actives have a fitted effect of over 60% in size
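Read-out is AlphaScreen signal from streptavidin donor and nickel chelate acceptor beads (10 ug/mL final each) bridging L3MBTL1 (50 nM) and biotinylated K9-monomethylated H3(1-15) peptide (75 nM), after 30 min compound exposure at room temperature.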
Tau fibril ThT: blocks human tau fibril formation measured by thioflavin T. Potency, µM (titrated, usually from 57.4 µM), for the others: top-dose activity, negative = inhibition, hits mostly inhibitors. 270,000 compounds, 2.1% hits. P10636. recombinant tau K18 P301L, heparin-induced fibrillization, ThT fluorescence; further: nearly all actives have a fitted effect of over 55% in size
Target sequence (P10636 561-689 P618L limits assumed): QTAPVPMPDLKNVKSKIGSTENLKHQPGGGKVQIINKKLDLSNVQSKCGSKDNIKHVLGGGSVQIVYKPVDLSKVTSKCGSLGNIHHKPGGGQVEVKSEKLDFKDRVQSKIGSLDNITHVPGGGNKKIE
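Using a mix of unlabeled (15 uM) and Alexa 594-labeled (0.24 uM) tau K18 P301L, heparin-triggered fibrillization over 6 hr at 37 C was scored by ThT fluorescence.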
TRb-SRC2 inh: disrupts binding of human TR beta to SRC2; P10828; TRbeta-SRC2 peptide binding, fluorescence polarization; receptor liganded with 1 µM T3; Potency, µM (highest dose often 106 µM), inactives show at the top dose activity change, negative = inhibition, most hits filed as inhibitors; 280,000 compounds, 0.065% hits; AID 1469;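 further: plate controls were bound peptide for no effect and peptide without receptor for full effect; nearly all actives have a fitted effect of over 50% in size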
Target sequence (P10828 whole entry, looked up): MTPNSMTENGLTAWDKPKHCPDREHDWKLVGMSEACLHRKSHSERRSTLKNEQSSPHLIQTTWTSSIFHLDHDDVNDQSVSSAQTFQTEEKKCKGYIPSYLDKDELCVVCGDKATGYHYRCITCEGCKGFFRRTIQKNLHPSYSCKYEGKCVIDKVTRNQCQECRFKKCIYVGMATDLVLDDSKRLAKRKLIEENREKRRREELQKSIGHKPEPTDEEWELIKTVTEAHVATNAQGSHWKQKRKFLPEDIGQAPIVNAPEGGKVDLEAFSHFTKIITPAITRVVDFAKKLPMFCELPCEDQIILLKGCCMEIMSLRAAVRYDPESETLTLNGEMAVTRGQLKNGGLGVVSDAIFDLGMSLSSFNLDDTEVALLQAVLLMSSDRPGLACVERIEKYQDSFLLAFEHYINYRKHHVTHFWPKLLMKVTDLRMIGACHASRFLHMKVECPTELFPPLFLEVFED
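Human TRb ligand-binding domain (0.6 uM) is mixed with 20 nM Texas Red SRC2 peptide and 1 uM T3; after compound addition and 5 hr at ambient temperature, polarization is measured and normalized to unbound and bound controls.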
Tau fibril FP: blocks human tau fibril formation measured by polarization | Potency, µM (titrated, usually from 57.7 µM), without a hit: at the top dose activity, negative = inhibition, usual class: inhibitors | 280,000 compounds, 0.39% hits | P10636 | K18 P301L tau heparin fibrillization, Alexa594 FP, 6 h | AID 1468; further: nearly all actives have a fitted effect of over 55% in size
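Human K18 P301L fragment (15 uM unlabeled plus 0.24 uM Alexa 594-labeled) in 100 mM sodium acetate pH 7 with compound, aggregation induced by 20 uM heparin for 6 hr at 37 C. ThT (30 uM) added for 1 hr, then Alexa 594 FP read.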
ALDH1A1 block: ALDH1A1 (human) enzyme inhibition; P00352; Potency, µM (titrated, usually from 75.3 µM), for the others: at the highest dose activity, negative = inhibition, most hits filed as inhibitors; Purified ALDH1A1, NADH fluorescence, propionaldehyde substrate; 220,000 compounds, 7.3% hits; active means well fitted inhibition curve with a large enough effect, not every such curve was filed as active; inconclusive means small, poorly fitted or top-dose-only effect, or another doubt; inactive means no such curve, though single readings can be large or run the other way;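 further: plate controls were no enzyme wells and a reference inhibitor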
TR SRC2 fluor cs: Texas Red fluorescence interference in TRb-SRC2 counter-screen; 280,000 compounds, 0.29% hits; Potency, µM (titrated, usually from 106 µM), for inactives: at the top dose fluorescence change, negative = quenching; TRb/SRC2 Texas Red total fluorescence interference; active means well fitted curve in either direction with a large enough effect; inconclusive means small, poorly fitted or top-dose-only effect
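Human TRb ligand-binding domain at 0.6 uM with 20 nM Texas Red SRC2 peptide in Tris buffer containing 1 uM T3 and 5% DMSO, incubated with compound 5 h at ambient temperature. Total fluorescence (555/632 nm) calculated as parallel + 2 × perpendicular.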
Tau fluor cs: counter-screen for tau fibril formation inhibitors | tau K18 P301L (four-repeat tau fragment) Alexa594 fluorescence, heparin fibrillization | 280,000 compounds, 0.93% hits | AID 1463 | Potency, µM (titrated, usually from 57.7 µM), for the others: top-dose activity change, negative = decrease; further: nearly all actives have a fitted effect of over 55% in size
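Human K18 P301L tau (15 uM unlabeled plus 0.24 uM Alexa 594-labeled, final) in 100 mM sodium acetate pH 7 was mixed with compound and 20 uM heparin and incubated 6 hr at 37 C.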
GLA spleen mod: inhibits or activates alpha-galactosidase in human spleen homogenate | human spleen homogenate, 4MU-alpha-Gal fluorescence, 40 min | Potency, µM (titrated, usually from 80 µM), for inactives: top-dose activity change, negative = inhibition, most hits filed as inhibitors | 240,000 compounds, 0.008% hits;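 further: 0% = enzyme with vehicle and -100% = no enzyme basal signal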
Target sequence (P06280 32-429 limits assumed): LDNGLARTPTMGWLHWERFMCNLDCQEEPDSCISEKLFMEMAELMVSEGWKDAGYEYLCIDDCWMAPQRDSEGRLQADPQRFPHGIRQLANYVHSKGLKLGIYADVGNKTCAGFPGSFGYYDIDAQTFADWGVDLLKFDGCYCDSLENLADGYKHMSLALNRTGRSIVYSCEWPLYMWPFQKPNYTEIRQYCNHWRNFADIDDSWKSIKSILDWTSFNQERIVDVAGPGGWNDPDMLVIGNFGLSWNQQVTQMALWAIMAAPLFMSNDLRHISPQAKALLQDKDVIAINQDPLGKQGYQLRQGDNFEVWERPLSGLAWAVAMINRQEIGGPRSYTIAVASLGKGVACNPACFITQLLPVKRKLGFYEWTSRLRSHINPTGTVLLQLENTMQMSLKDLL
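Human spleen homogenate (1 ug) as enzyme source, 4-methylumbelliferyl-alpha-D-galactopyranoside 1 mM final, citrate/phosphate pH 5.0 with 0.01% Tween-20. Compounds 40 min at 37C, NaOH/glycine stop; fluorescence Ex 365/Em 440, Hill-fit AC50.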
* = called active by the depositor; ? = inconclusive; . = not tested or not shown; [ ] = remark or other dose. Unless noted, the call rests on the fitted dose curve; in most records, active means well fitted curve in the direction sought with a large enough effect; inconclusive means small, poorly fitted or top-dose-only effect, or another doubt; inactive means no such curve, though single readings can be large; an effect the other way counts as inactive or inconclusive. Unless noted, on the % scale 0 is the no-effect control and ±100 the full control effect; potency means the concentration at half of the fitted maximal effect.

SMILES	L3MBTL1 block	Tau fibril ThT	TRb-SRC2 inh	Tau fibril FP	ALDH1A1 block	TR SRC2 fluor cs	Tau fluor cs	GLA spleen mod
CCOC(=O)N1CCN(c2cc(=O)n(-c3ccc(Br)cc3)c(=O)[nH]2)CC1	-5.1%	?	8.7%	2.6%	4.4%	-1.8%	-10.2%	3.3%
CCCn1nnc2sc3c(c2c1=O)CCC(C)C3 (stereo unspecified)	.	-18.7%	8.2%	-2.0%	6.31µM*	-0.5%	-12.2%	0.5%
COc1ccc(CCNC(=S)NC(=O)c2cccc(Cl)c2)cc1OC	-26.7%	?	-5.0%	7.2%	.	-6.8%	?	-18.4%
Cc1ccccc1C(=O)Oc1cc(N)n(S(C)(=O)=O)n1	-6.3%	?	-0.8%	-2.6%	8.2%	-2.4%	-8.3%	1.4%
O=C(Nc1cc(Cl)cc(Cl)c1)N1CCCC1	2.4%	-5.0%	-0.2%	?	.	-2.5%	?	2.1%
O=C(O)C1CN(C(=O)c2cccc(Br)c2)C1	10.7%	0.0%	1.0%	-1.9%	14.5%	4.1%	-1.7%	3.4%
Cc1ccc(Nc2cc(C)nc(N3CCOCC3)n2)cc1	-3.0%	?	2.1%	-12.3%	-16.3%	-3.2%	-21.6%	-5.8%
Clc1ccc(/C(Cc2nc3ccccc3[nH]2)=N\Nc2ccccc2)cc1	?	?	-9.2%	-7.9%	4.47µM*	1.2%	12.6µM*[quencher]	6.7%
CCCc1nn2c(=O)cc(COC(=O)c3ccc(NC(=O)COc4ccc(F)cc4)cc3)nc2s1	.	3.9%	4.6%	-4.0%	.	-2.3%	8.1%	.
COc1cc(NC(=O)C/C(C)=N/NC(=O)c2cccc(O)c2)c(OC)cc1Cl	-5.9%	-13.2%	1.3%	-0.8%	0.3%	-0.2%	-9.5%	-11.9%
COc1ccccc1CN1C(=O)[C@@H]2C(CCC(N)=O)NC3(C(=O)Nc4c3ccc(Cl)c4C)[C@@H]2C1=O (stereo partly specified)	-3.0%	-6.3%	-0.4%	0.0%	0.224µM*	0.0%	-6.6%	7.9%
OCCN1CCN(c2ncnc3sc(-c4ccccc4)cc23)CC1	-4.1%	-3.0%	-2.5%	-0.4%	-4.0%	-2.6%	-6.1%	-5.9%
COCCCNC(=O)C1CCN(c2nnc(-n3cccc3CNc3ccc(C)cc3)s2)CC1	.	-17.6%	-2.3%	5.6%	.	0.4%	-18.0%	.
Cc1ccc(C(=O)CC(C(=O)O)c2cn(CCC#N)c3ccccc23)cc1 (stereo unspecified)	2.0%	-11.9%	-0.1%	2.8%	-5.7%	-1.0%	-3.6%	2.8%
COCCn1c(SCCCC(=O)c2ccc(Br)cc2)nnc1-c1ccncc1	.	-15.1%	-4.9%	10.1%	3.4%	0.4%	-9.5%	1.6%
Cc1cc(=O)oc(C)c1C(=O)NCC(C)C	-1.6%	-0.2%	-11.7%	-5.0%	-3.9%	1.1%	0.0%	2.0%
Cc1ccc(-c2csc(SCC(=O)Nc3cc(C)on3)n2)cc1	-2.2%	-2.0%	0.3%	?	1.5%	-2.7%	-13.7%	-3.1%
CN(c1cccc(NS(=O)(=O)c2ccccc2)c1)S(C)(=O)=O	-8.1%	-7.8%	-7.8%	-2.6%	31.1%[activator]	-0.9%	-17.5%	4.0%
CC(=O)Nc1ccc(O)c(-c2nc3ccccc3s2)c1	.	?	-0.7%	-8.5%	4.3%	-1.6%	-24.0%	7.3%
O=C(CSc1nc(O)c(C/C=C/c2ccccc2)c(=O)[nH]1)Nc1cccc(F)c1	.	?	-5.7%	-5.6%	.	-2.0%	-20.2%	.
O=C(CSc1ccc2ccccc2c1Br)Nc1cccc(S(=O)(=O)NC2=NCCCCC2)c1	-12.5%	2.1%	4.0%	?	-4.3%	2.2%	?	-12.7%
COc1ccc(CC(=O)OCc2cc3cccc(C)c3[nH]c2=O)cc1	-5.2%	-5.4%	13.4%	-2.0%	?	0.2%	-1.2%	4.9%
O=C(NCC1CCCO1)C(=O)NCC(c1ccco1)N1CCN(c2ccccc2)CC1 (stereo unspecified)	0.8%	8.3%	13.2%	8.1%	?	-1.3%	-0.1%	-2.4%
Cc1ccc(/C=N/c2sc3c(c2C#N)CCC3)s1	-1.5%	2µM*	-1.7%	-4.5%	25.1µM*	1.6%	-25.2%	-0.4%
CC(=O)c1cccc(N2C(=O)C3C4CCC(C4=C(C)C)C3C2=O)c1 (stereo unspecified)	25.6%	-3.9%	-3.4%	8.3%	5.5%	-7.5%	-3.3%	3.3%
COC(=O)c1ccc(Cl)cc1NC(=O)N(C)CCc1c(C)nn(C)c1C	.	2.6%	1.2%	7.7%	.	-3.5%	16.6%	.
CCOC(=O)c1[nH]c2ccccc2c1NC(=O)c1cc(Cl)ccc1Cl	.	-3.7%	-4.1%	-4.6%	.	-2.1%	-16.8%	.
CCc1cccc(C)c1NC(=S)N(CCOC)C(C)c1ccco1 (stereo unspecified)	.	-2.7%	2.2%	-8.0%	.	-0.4%	-9.2%	6.3%
CN(C)CCCNC(=S)NCc1ccc(Cl)cc1	0.6%	-2.6%	-8.5%	3.2%	11.0%	-0.6%	-5.0%	-3.6%
CN(C)c1ccc2nsnc2c1[N+](=O)[O-]	-1.6%	?	-4.8%	-7.9%	5.6%	-1.6%	-17.6%	7.5%
O=c1c2ccccc2sn1-c1ccc(S(=O)(=O)N2CCCC2)cc1	1.8%	11.2µM*	.	?	0.891µM*	.	-16.1%	-14.7%
CCOC(=O)c1c[nH]c2c(Cl)c(Cl)ccc2c1=O	.	-6.1%	1.9%	1.3%	3.2%	0.0%	1.2%	-2.3%
COc1ccc(CNC(=O)COC(=O)/C=C/c2ccc(S(=O)(=O)N3CCOCC3)cc2)cc1	.	-8.5%	-3.8%	-5.0%	?	2.6%	-14.9%	-4.3%
CCc1nnc(NC(=O)CSc2nnc(-c3ccccc3OC)n2-c2ccc(C)cc2)s1	.	-11.8%	5.2%	-2.6%	-0.2%	-1.8%	-9.6%	0.5%
Cc1cc(C(C)c2ccccc2)c(O)c(CN2CCOCC2)c1C (stereo unspecified)	-22.6%	-8.4%	3.6%	1.6%	1.6%	-2.7%	-15.2%	7.0%
Fc1ccc(COc2cccc(CNCc3ccncc3)c2)cc1	10.0%	4.9%	2.2%	-3.3%	0.6%	-4.5%	0.9%	-3.6%
Cc1ccc2nc(-c3cccc(NC(=O)c4cccc5ccccc45)c3)oc2c1	.	-5.0%	9.0%	?	.	3.3%	-29.0%	.
C=CCn1c(SCC(=O)Nc2ccccc2OC)nc(O)c(CC)c1=O	5.1%	-6.3%	-0.6%	0.6%	-9.7%	-3.1%	0.9%	-2.1%
Cc1ccc(NC(=O)c2sc(N)nc2-c2ccc([N+](=O)[O-])cc2)cc1C	5.9%	-4.9%	4.2%	-14.9%	13.2%	-3.7%	-28.5%	6.3%
Cc1ccc(S(=O)(=O)NC(=O)c2ccc(-c3ccc(C)c4ccccc34)o2)cc1	-7.2%	?	11.1%	0.5%	?	-1.6%	-8.1%	?
COc1ccccc1CNC(=O)C1CCN(C(=O)N(C)C)CC1	.	-2.9%	-1.0%	3.6%	-2.3%	-7.1%	-7.1%	2.1%
Cc1cccc2cc(CN(Cc3ccc(F)cc3)Cc3nnnn3C3CCCC3)c(=O)[nH]c12	-4.1%	-2.0%	-5.4%	-3.8%	14.1µM*	-2.2%	3.5%	7.8%
COc1ccccc1NC(=O)Cc1coc2cc(C)ccc12	.	-13.1%	-3.3%	-8.7%	2.7%	1.4%	-18.2%	3.1%
CC(=O)N1CCc2c(sc3c2c(=O)n(-c2ccccc2)c(=O)n3CC(=O)c2ccc(Cl)cc2)C1	.	-13.3%	-10.8%	-5.7%	.	8.2%	-11.0%	.
COc1cc(/C=N/n2c(=S)[nH]nc(C)c2=O)cc([N+](=O)[O-])c1O	-10.5%	-4.7%	10.8%[53 µM]	-1.6%	?	-1.5%[53 µM]	-10.7%	-7.6%
COc1ccc(CCNC(=O)c2csc3c2CCCC3)cc1	14.7%	-8.9%	4.7%	7.7%	0.794µM*	-2.4%	-7.4%	-9.9%
C/C(=N/NS(=O)(=O)c1ccc(C)cc1)c1ccc(NC(=O)C(F)(F)F)cc1	7.4%	-6.1%	-2.8%	4.1%	7.4%	-1.0%	-4.0%	5.0%
CN(CC(=O)Nc1ccc(S(=O)(=O)N2CCCC2)cc1)Cc1ccc(Cl)cc1	-15.3%	-1.8%	0.0%[53 µM]	-0.7%	-9.7%	-1.6%[53 µM]	-15.5%	-0.4%
CCCOc1ccc(C(=O)Nn2c(C)nc3ccccc3c2=O)cc1	-2.8%	-14.5%	2.3%	1.2%	2.3%	-0.3%	-10.7%	-0.6%
O=C(CN1C(=O)C(=O)N(C2CCCC2)C1=O)Nc1ccc(N2CCOCC2)cc1	.	-3.5%	-1.3%	-3.1%	9.7%	2.6%	-5.3%	-19.0%
Cc1cccc(C)c1NC(=O)CN(C)S(=O)(=O)c1ccc2[nH]c3c(c2c1)CCCC3	.	1.9%	-7.6%	16.9%	.	22.4µM*[quencher]	?	.
O=C(Cc1ccc([N+](=O)[O-])cc1)Nc1nccs1	.	.	-1.8%	-6.0%	.	-5.0%	-17.4%	8.1%

Record cards, as listed above. Values in the order: L3MBTL1 block, Tau fibril ThT, TRb-SRC2 inh, Tau fibril FP, ALDH1A1 block, TR SRC2 fluor cs, Tau fluor cs, GLA spleen mod
Profile of `Cc1ccc2nc(-c3cccc(NC(=O)c4cccc5ccccc45)c3)oc2c1` = ., -5.0%, 9.0%, ?, ., 3.3%, -29.0%, .
Profile of `CC(=O)N1CCc2c(sc3c2c(=O)n(-c2ccccc2)c(=O)n3CC(=O)c2ccc(Cl)cc2)C1` = ., -13.3%, -10.8%, -5.7%, ., 8.2%, -11.0%, .
Profile of `Clc1ccc(/C(Cc2nc3ccccc3[nH]2)=N\Nc2ccccc2)cc1` = ?, ?, -9.2%, -7.9%, 4.47µM*, 1.2%, 12.6µM*[quencher], 6.7%
Profile of `COCCCNC(=O)C1CCN(c2nnc(-n3cccc3CNc3ccc(C)cc3)s2)CC1` = ., -17.6%, -2.3%, 5.6%, ., 0.4%, -18.0%, .

Screens as filed in PubChem BioAssay.
